Bioassay records from PubChem BioAssay.
SKN-1 block: suppressors of acrylamide-induced Pgst-4::GFP reporter in worms, primary screen, SKN-1 inhibitor project, whole organism, uHTS, GFP/RFP fluorescence ratio, strain VP596; C. elegans VP596 Pgst-4::GFP/RFP ratio, 24 h; AID 624304, 2012; inhibition, % at 21.8 µM; 360,000 tested, 0.49% active;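 active = interference check ratio from 0.5 to 1.5 plus GFP to RFP signal ratio inhibition reaching or exceeding a fixed threshold, cut at about 30% in these data, passing the limit was not always enough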; also: some compounds called inactive have numbers as strong as hits
Rin1-Abl PPI inh: inhibitors of Rin1-Abl protein binding, primary screen, biochemical, TR-FRET | Tyrosine-protein kinase ABL1 (Homo sapiens) + Ras and Rab interactor 1 (Homo sapiens), … | inhibition, % at 7.35 µM | 360,000 tested, 0.4% active; in the data active = inhibition above about 5%, passing the limit was not always enough
CendR NRP1 mod: modulators of CendR peptide binding to NRP-1, primary screen, biochemical, fluorescence polarization, uHTS; 360,000 tested, 0.85% active; Neuropilin-1 (Homo sapiens), O14786; inhibition, % at 25 µM; AID 602438, 2012; FAM-RPARPAR peptide binding to NRP-1;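 active = inhibition or corrected inhibition above about 18%, plus a signal ratio from 0.5 to 1.5, limit read from the data, passing the limit was not always enough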; also: strong numbers were not always called active
Neddyl block: inhibitors of cullin neddylation, primary screen, biochemical, TR-FRET, uHTS, NAE and Ubc12; NEDD8-conjugating enzyme Ubc12 (Homo sapiens) + NEDD8-activating enzyme E1 regulatory …; calls only at 25 µM; 360,000 tested, 0.58% active; AID 651699, 2012; in the data active = inhibition above about 36%
Target sequence (P61081 whole entry, looked up): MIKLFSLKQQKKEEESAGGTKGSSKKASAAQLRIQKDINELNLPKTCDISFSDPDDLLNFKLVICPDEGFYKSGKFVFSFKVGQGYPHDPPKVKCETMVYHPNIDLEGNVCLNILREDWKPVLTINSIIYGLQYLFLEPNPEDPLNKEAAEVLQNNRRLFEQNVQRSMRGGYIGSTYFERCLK
Target sequence (Q13564 whole entry, looked up): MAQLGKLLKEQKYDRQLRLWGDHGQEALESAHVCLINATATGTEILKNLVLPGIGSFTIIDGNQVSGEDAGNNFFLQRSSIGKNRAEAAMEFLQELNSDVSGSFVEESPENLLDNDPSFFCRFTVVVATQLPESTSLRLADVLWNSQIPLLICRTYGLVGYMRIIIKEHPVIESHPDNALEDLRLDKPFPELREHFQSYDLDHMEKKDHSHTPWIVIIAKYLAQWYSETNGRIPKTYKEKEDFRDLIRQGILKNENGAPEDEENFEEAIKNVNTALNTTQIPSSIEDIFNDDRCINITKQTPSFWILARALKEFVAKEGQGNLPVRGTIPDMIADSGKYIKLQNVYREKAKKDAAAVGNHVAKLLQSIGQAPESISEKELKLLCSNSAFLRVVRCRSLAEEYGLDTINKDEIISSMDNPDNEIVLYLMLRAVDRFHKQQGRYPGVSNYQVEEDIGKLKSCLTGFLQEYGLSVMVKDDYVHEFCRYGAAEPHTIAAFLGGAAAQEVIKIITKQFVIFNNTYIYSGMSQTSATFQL
MT1-MMP act inh: blockers of MT1-MMP proenzyme processing, primary screen, HT1080 RFP-PRO-GFP cells, GFP/RFP fluorescence; GFP/RFP ratio fluorescence, overnight; percent of plate control window, DMSO zero; Matrix metalloproteinase-14 (Homo sapiens), P50281; GFP/RFP ratio change, % at 20 µM; 360,000 tested, 0.061% active; AID 651647, 2012;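 active = GFP/RFP ratio change of at least 30% with cell ATP level not reduced by more than half and red fluorescence within 50% of control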; also: strong numbers were not always called active
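Read-out: GFP/RFP fluorescence ratio; Test system: RFP-PRO-GFP reporter HT1080 cells; Compound dosing: single-point 20 µM compound, 1% DMSO; Times: overnight compound exposure at 37 °C.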
PABP1 MLLE inh: inhibitors of PABP1 MLLE–PAM2 peptide binding, primary screen, biochemical, fluorescence polarization, FITC-PAM2, GST-MLLE; Polyadenylate-binding protein 1 (Homo sapiens), P11940; inhibition, % at 20 µM; 360,000 tested, 0.36% active; in the data active = inhibition above about 35%, passing the limit was not always enough;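 also: plate controls were DMSO wells with GST-MLLE for no effect and wells lacking GST-MLLE protein for full effect; some results filed as inactive read as strong as hits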
bovine MsrA act: bovine MsrA enzyme activators, primary screen, biochemical, absorbance, HTS; purified bovine MsrA, absorbance read-out; activation, % at 10.6 µM; 360,000 tested, 0.3% active; AID 602163, 2012; in the data active = activation above about 7.5%;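 also: 0% = vehicle and 100% = reference activator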
E coli Lon inh: inhibitors of E. coli Lon protease, primary screen, biochemical, fluorescence polarization | P0A9M0 | purified E. coli Lon protease | inhibition, % at 7.94 µM | 360,000 tested, 0.42% active | AID 602123, 2011; in the data active = inhibition above about 13%, passing the limit was not always enough;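 also: 0% = enzyme with probe and DMSO and 100% = no enzyme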
FAS TE block: FAS thioesterase domain inhibitors, primary screen, biochemical, fluorescence intensity, uHTS. Fatty acid synthase (Homo sapiens), P49327. recombinant FAS-TE, OMFH fluorogenic substrate, fluorescence endpoint. inhibition, % at 15 µM. 360,000 tested, 0.67% active;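 active = compounds whose normalised, plate-corrected inhibition of enzyme fluorescence in the single-dose primary screen is 50% or more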;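 also: 0% = DMSO with enzyme and 100% = substrate without enzyme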
* hit, by the source's call; i = inactive; . = no result given. Outcome played no part in choosing rows; overall some 4% were active at least once.

SMILES	SKN-1 block	Rin1-Abl PPI inh	CendR NRP1 mod	Neddyl block	MT1-MMP act inh	PABP1 MLLE inh	bovine MsrA act	E coli Lon inh	FAS TE block
Cn1c(=O)[nH]c(=O)c2c1nc(N1CCCCCC1)n2CCSc1nc2ccccc2[nH]1	-1.9	3.4	-3.6	i	2.6	-9.4	-0.1	0.9	-3.4
CS(=O)(=O)N(CC(=O)N1CCOCC1)c1ccc(Cl)cc1	-9.8	1.8	3.4	i	-0.1	-8.5	-3.1	-5.1	-3.9
COCCN(CC(=O)NC1CCCCC1)C(=O)CCCC(=O)Nc1ccccn1	8.6	-3.4	-6.6	i	0.3	-11.8	-5.1	-9.9	-7.1
COC(=O)CSC1=C(C#N)C(c2cccc(OC)c2)CC(=O)N1 (centres undefined)	1.2	0.9	-6.6	i	-2.1	-14.6	0.7	-7.0	-6.1
COCCNC(=O)C1(C)CCCN(C(=O)c2cc(C)oc2C)C1 (centres undefined)	7.4	1.3	1.4	i	-2.4	9.6	-5.9	6.5	-9.7
CCCCCN(C(=O)NC(=O)Nc1ccccc1C)S(=O)(=O)c1ccccc1	5.4	0.0	-3.1	i	2.9	7.5	-2.9	-5.0	-4.3
NS(=O)(=O)c1ccc(NCc2cc(Cl)ccc2OCc2ccccc2F)cc1	12.8	5.0	1.5	i	-7.3	14.6	-5.1	-0.2	24.2
CC(C)OC(=O)CN1CCN(c2ccc(Cl)cc2)CC1	-18.2	-0.2	-6.9	i	-1.1	-6.0	-7.5	-5.3	-6.9
COc1ccc(S(=O)(=O)N2CCCCCC2)cc1NC(=O)c1ccccc1F	-10.9	1.9	7.3	i	-4.0	-21.0	-9.2	-2.7	24.1
CN(C)c1ccc(C=NN2CCCCCC2)cc1	-2.1	-4.0	15.2	i	-3.4	-43.0	-4.4	-1.8	-0.8
Cc1nc2ccc(Oc3ccccc3)cc2s1	11.4	4.0	-7.8	i	2.2	-8.2	-8.9	-0.8	0.2
CCOCCCNC(=O)CS(=O)(=O)Cc1nc(-c2cccc(OC)c2)oc1C	5.7	-0.6	-7.3	i	-7.1	4.9	-0.5	-6.5	-2.5
CCN(CC)S(=O)(=O)c1ccc(C)c(NC(=O)CSc2nc3ccc(C)cc3[nH]2)c1	-6.2	0.6	-7.8	i	-9.6	-24.5	-1.6	1.1	8.0
CCCCOC(=O)/C=C\C(=O)NC(N)=O	16.1	0.1	-6.2	i	-59.7	7.9	-7.7	2.0	-5.2
CCOc1ccc(N(CC(=O)Nc2ccc(C)c(C)c2)S(=O)(=O)c2c(C)[nH]c(=O)[nH]c2=O)cc1	-0.1	-1.3	-5.6	i	2.0	11.5	-1.0	-6.1	4.6
O=c1c2cc(Cl)ccc2[nH]c(=S)n1Cc1ccccn1	9.0	-3.3	0.5	i	0.3	71.2	0.3	14.4	-1.7
S=C(NNc1ccnc2cc(Cl)ccc12)Nc1ccc(Cl)cc1Cl	5.3	1.3	10.3	i	-5.7	-0.5	-3.2	-17.1	6.5
COc1ccc(CCNC(=O)CSc2ccc(-c3ccco3)nn2)cc1OC	1.5	-5.0	-8.6	i	3.2	8.7	-0.1	-1.4	-7.7
O=C(O)CCN1C(=O)c2ccc(NC(=O)CSc3ccc(Cl)cc3)cc2C1=O	0.0	-1.9	2.7	i	-1.4	6.2	-1.9	-7.6	-9.1
O=C(NC1CCCCCC1)c1ccc([N+](=O)[O-])s1	11.5	-5.7	-2.6	i	2.0	-5.2	1.0	-8.8	0.7
COc1cc(C2C(C#N)=C(N)Oc3cc(C)oc(=O)c32)ccc1OC(=O)N1CCOCC1 (centres undefined)	-12.9	5.2	-8.5	i	-5.9	-8.9	0.0	-3.1	-5.2
Cc1nc(N)[nH]c(=O)c1CC(=O)OCCCl	-14.3	-3.0	-5.3	i	8.8	9.1	1.7	-21.4	-8.5
C=CCN1C(=O)c2ccc(C(=O)N(C)CC(=O)Nc3ccccc3Br)cc2C1=O	19.4	2.8	1.7	i	-1.5	-2.4	0.9	-15.3	-2.0
C=CCN1C(=O)S/C(=C/c2ccsc2)C1=O	26.2	0.6	0.3	i	7.5	-3.4	-4.3	5.2	-0.4
CCOC(=O)N1CCN(C(=O)c2cc3c(ccc4ccccc43)oc2=O)CC1	-11.7	-1.5	-4.3	.	4.4	-1.9	-10.1	-0.3	-2.2

Next section
SMILES	SKN-1 block	Rin1-Abl PPI inh	CendR NRP1 mod	Neddyl block	MT1-MMP act inh	PABP1 MLLE inh	bovine MsrA act	E coli Lon inh	FAS TE block
Cc1cc(NC(=O)COC(=O)c2c(C)noc2C)ccc1Br	4.8	-0.2	18.2	i	2.6	19.9	-2.9	3.8	14.4
N/C(=N\OC(=O)c1ccc(Cl)cc1)c1cccnc1	28.9*	-1.7	-8.4	i	.	5.9	-11.9	-12.6	-15.7
COc1ccc(OC)c(NC(=O)Cn2cc(C(=O)c3ccco3)c3ccccc32)c1	7.2	0.9	-7.7	i	4.8	-1.5	-3.1	-9.0	27.6
COc1cc(OC)nc(NC(=O)CSc2nc3ccccc3o2)n1	-1.9	4.3	-0.3	i	5.6	2.8	-1.5	-4.7	-3.2
Cc1cc(NC(=O)CCC(=O)N(CCC(C)C)C(C(=O)NC2CCCC2)c2cccnc2)no1 (centres undefined)	10.2	0.9	7.0	i	-0.2	4.9	-0.6	-2.2	-2.1
Cc1cccc(NC(=O)c2cc3ccccc3o2)c1	20.3	-2.4	11.2	i	6.1	3.7	-1.1	-1.7	3.7
Cc1ccc(CN(C(=O)c2ccco2)C2CCS(=O)(=O)C2)cc1 (centres undefined)	-0.5	-0.1	7.8	i	0.1	-1.3	3.5	-3.6	-5.1
CCOc1ccccc1NC(=O)CSc1nc2c(c(=O)n(C)c(=O)n2C)n1C	0.3	1.9	13.3	i	-1.2	-13.5	-1.9	8.5	3.0
O=C(CNC(=O)Cc1ccccc1)NCc1cccs1	1.1	-3.3	2.7	i	-1.5	4.8	-1.7	-5.9	-6.4
Cc1coc2c1c(C)cc1oc(=O)c(Cc3ccccc3)c(C)c12	1.1	-1.2	2.7	i	-7.3	6.6	-1.6	-5.7	-0.6
Cc1ncoc1C(=O)NC1CC(C)(C)Cc2c1cnn2-c1ccccc1 (centres undefined)	-11.8	3.4	5.4	i	-3.6	-1.8	-9.4	4.8	-3.8
O=C(CSc1ccc(/C=N/NC(=O)c2cccc(F)c2)o1)Nc1ccccc1	10.9	0.4	6.2	i	-5.3	16.6	-2.6	6.5	-0.6
NC(=O)N/N=C/c1cc(F)cc(F)c1	-3.9	-3.0	6.4	i	7.3	0.3	-1.5	3.0	-6.7
C[C@H]1CC[C@@]2(O[C@@H](CCO)C[C@H](O)[C@H]2O)O1	9.9	0.9	9.2	i	4.8	15.0	-9.2	-11.7	-16.7
CC(C)N1CCSC1=S	-4.0	3.3	4.1	i	0.0	3.1	-2.8	-7.2	-4.0
Cc1cc(C)c(NC(=O)CCCCCNC2CCCCC2)c(C)c1	0.6	0.4	2.8	i	0.9	6.2	0.2	-3.5	-5.8
COc1ccc2cc(C(=O)N3CCC(Cc4ccccc4)CC3)[nH]c2c1	3.8	1.4	2.1	i	-0.7	-4.9	-1.1	-1.8	1.4
COc1ccc(N2CCCn3c2nc2c3c(=O)n(CCN3CCOCC3)c(=O)n2C)cc1	2.5	-3.0	3.9	i	5.1	-14.0	-0.4	-11.1	-6.9
COc1ccc(Cl)cc1C(Nc1cccnc1)c1ccc2cccnc2c1O (centres undefined)	6.9	3.6	5.2	i	4.6	17.1	-5.7	-7.0	-4.6
Cc1ccc(C)c(OCC(=O)Nc2cc(NC(=O)COc3cc(C)ccc3C)cc(C(=O)O)c2)c1	0.8	1.7	-12.3	i	7.0	2.7	2.5	-5.3	10.6
CC(=O)N1CCN(S(=O)(=O)c2c(F)cc(F)c(Cl)c2F)CC1	-7.6	-0.3	6.6	i	1.7	8.3	-3.7	0.2	-2.8
Cc1cccc(NS(=O)(=O)c2cc(C(=O)N3CCCCCC3)ccc2C)c1	27.7	-0.1	-45.5	i	-2.7	-3.8	-1.3	-5.2	2.6
NC(=O)CCS(=O)(=O)c1ccccc1	-0.3	-2.0	-14.4	i	0.6	3.4	-2.9	2.9	-5.2
C[C@]12CCC(=O)CC1CCC1C2CC[C@@]2(C)C1CC[C@@]21CCO1 (some centres undefined)	16.5	0.7	5.3	i	9.2	-11.5	-0.5	14.5	0.4
Oc1c(C(c2cccc(F)c2)N2CCN(Cc3ccccc3)CC2)sc2ncnn12 (centres undefined)	7.2	-1.8	8.8	i	-0.4	-3.1	-2.2	4.3	-51.7

(continued)
SMILES	SKN-1 block	Rin1-Abl PPI inh	CendR NRP1 mod	Neddyl block	MT1-MMP act inh	PABP1 MLLE inh	bovine MsrA act	E coli Lon inh	FAS TE block
Cc1ccc(NC(=S)C2=C(O)c3sccc3N(C)S2(=O)=O)cc1	11.1	-2.2	-27.8	i	-10.4	40.7*	-7.0	6.1	-6.7
O=C(Nc1ccccc1SCC1CSc2nc3ccccc3c(=O)n21)c1ccccc1 (centres undefined)	15.4	2.2	-9.4	i	-1.1	-12.4	-4.5	0.3	-8.3
COC(=O)c1ccccc1NC(=O)CSc1[nH]c(=O)cc(C)c1C#N	-12.6	3.6	8.9	i	2.1	2.5	-3.3	2.2	0.3
O=C(O)CC1(CC(=O)NCc2cc(F)cc3c2OCOC3)CCCCC1	2.6	-1.4	1.8	i	1.0	-8.6	-2.5	0.6	-6.9
O=C(Cn1nnc(-c2ccccc2-n2cnnn2)n1)NCc1ccccc1	7.5	4.5	-4.0	i	1.2	-16.2	-0.6	-7.0	-5.9
COc1ccc(OC)c(NC(=O)CSc2nc(=O)n(CCN3CCOCC3)c3c2CCCC3)c1	-1.2	-1.3	5.6	i	1.8	-7.3	-2.4	4.5	-4.9
Cc1noc(C)c1CSCC(=O)N1CCN(c2ccc(F)cc2)CC1	-14.0	-4.0	0.1	i	3.3	36.2	-9.8	0.0	-3.7
O=C(c1cccc(F)c1)N1CCN(c2ccc([N+](=O)[O-])c(N3CCOCC3)c2)CC1	-4.8	-4.3	-2.6	i	7.0	4.4	-1.6	-2.8	-7.7
CCC(C)(C)n1nnnc1C(c1ccc(F)cc1)N1CCN(C(=O)c2ccco2)CC1 (centres undefined)	-1.8	3.4	14.5	i	-7.3	-3.1	-2.4	-5.5	2.4
CC1CCN(C(=O)CSc2nncn2C)CC1	-3.3	-0.1	47.5*	i	6.1	2.4	2.7	-4.4	-5.2
CC(=O)C1CCC2C3CC=C4N(C)C(=O)CCC4(C)C3CCC12C (centres undefined)	8.7	3.6	3.9	i	1.5	-11.5	-2.5	-6.6	-7.0

Whole records from above.
`O=C(O)CC1(CC(=O)NCc2cc(F)cc3c2OCOC3)CCCCC1` in the list: SKN-1 block = 2.6; Rin1-Abl PPI inh = -1.4; CendR NRP1 mod = 1.8; Neddyl block = i; MT1-MMP act inh = 1.0; PABP1 MLLE inh = -8.6; bovine MsrA act = -2.5; E coli Lon inh = 0.6; FAS TE block = -6.9
`Cc1ccc(NC(=S)C2=C(O)c3sccc3N(C)S2(=O)=O)cc1` in the list: SKN-1 block = 11.1; Rin1-Abl PPI inh = -2.2; CendR NRP1 mod = -27.8; Neddyl block = i; MT1-MMP act inh = -10.4; PABP1 MLLE inh = 40.7*; bovine MsrA act = -7.0; E coli Lon inh = 6.1; FAS TE block = -6.7
